# FAS-TE inh = FAS thioesterase domain inhibitors, primary screen, biochemical, fluorescence intensity, uHTS | AID 602261, 2012 | inhibition, % at 15 µM | recombinant FAS-TE, OMFH fluorogenic substrate, fluorescence endpoint | hit rate 0.67% among 360,000;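 active means compounds whose normalised, plate-corrected inhibition of enzyme fluorescence in the single-dose primary screen is 50% or more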;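 further: 0% = DMSO with enzyme and 100% = substrate without enzyme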
# Rin1 Abl inh = inhibitors of Rin1-Abl protein binding, primary screen, biochemical, TR-FRET. Tyrosine-protein kinase ABL1 (Homo sapiens) + Ras and Rab interactor 1 (Homo sapiens), …. inhibition, % at 7.35 µM. hit rate 0.4% among 360,000; in the data active means inhibition above about 5%, passing the limit was not always enough
# MsrA act = bovine MsrA enzyme activators, primary screen, biochemical, absorbance, HTS; Methionine sulfoxide reductase A (Bos taurus); purified bovine MsrA, absorbance read-out; activation, % at 10.6 µM; hit rate 0.3% among 360,000; in the data active means activation above about 7.5%;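 further: 0% = vehicle and 100% = reference activator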
# eLon inh = inhibitors of E. coli Lon protease, primary screen, biochemical, fluorescence polarization; inhibition, % at 7.94 µM; P0A9M0; purified E. coli Lon protease; hit rate 0.42% among 360,000; in the data active means inhibition above about 13%, passing the limit was not always enough;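 further: 0% = enzyme with probe and DMSO and 100% = no enzyme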
# Neddylation inh = inhibitors of cullin neddylation, primary screen, biochemical, TR-FRET, uHTS, NAE and Ubc12 | calls only at 25 µM | hit rate 0.58% among 360,000; in the data active means inhibition above about 36%
# CendR NRP1 mod = modulators of CendR peptide binding to NRP-1, primary screen, biochemical, fluorescence polarization, uHTS | AID 602438, 2012 | Neuropilin-1 (Homo sapiens), O14786 | hit rate 0.85% among 360,000 | FAM-RPARPAR peptide binding to NRP-1 | inhibition, % at 25 µM;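 active means inhibition or corrected inhibition above about 18%, plus a signal ratio from 0.5 to 1.5, limit read from the data, passing the limit was not always enough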; further: strong numbers were not always called active
# Target sequence (O14786 whole entry, looked up): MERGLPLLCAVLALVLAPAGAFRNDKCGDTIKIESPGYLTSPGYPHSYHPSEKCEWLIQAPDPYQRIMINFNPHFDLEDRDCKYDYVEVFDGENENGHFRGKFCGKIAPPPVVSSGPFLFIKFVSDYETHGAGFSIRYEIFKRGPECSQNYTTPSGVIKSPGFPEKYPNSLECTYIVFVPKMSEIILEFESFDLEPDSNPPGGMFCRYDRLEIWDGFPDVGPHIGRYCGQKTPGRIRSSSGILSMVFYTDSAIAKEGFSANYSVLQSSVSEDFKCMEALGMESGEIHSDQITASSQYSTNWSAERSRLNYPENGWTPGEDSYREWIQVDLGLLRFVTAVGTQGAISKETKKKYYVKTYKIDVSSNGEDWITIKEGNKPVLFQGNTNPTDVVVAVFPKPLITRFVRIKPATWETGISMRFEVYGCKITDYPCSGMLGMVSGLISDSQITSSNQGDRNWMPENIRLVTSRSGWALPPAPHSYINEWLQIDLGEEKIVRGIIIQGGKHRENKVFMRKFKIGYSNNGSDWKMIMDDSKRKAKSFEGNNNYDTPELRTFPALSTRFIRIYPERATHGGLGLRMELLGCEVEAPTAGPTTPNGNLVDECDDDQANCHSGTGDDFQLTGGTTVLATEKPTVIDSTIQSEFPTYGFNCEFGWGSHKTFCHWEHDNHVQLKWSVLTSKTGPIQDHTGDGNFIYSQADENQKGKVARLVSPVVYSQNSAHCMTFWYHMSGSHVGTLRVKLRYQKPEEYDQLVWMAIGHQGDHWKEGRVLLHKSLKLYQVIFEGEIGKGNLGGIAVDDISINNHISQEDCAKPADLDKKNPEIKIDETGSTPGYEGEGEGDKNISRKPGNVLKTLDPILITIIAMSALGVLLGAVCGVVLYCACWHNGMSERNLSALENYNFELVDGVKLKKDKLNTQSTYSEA
# SKN-1 block = suppressors of acrylamide-induced Pgst-4::GFP reporter in worms, primary screen, SKN-1 inhibitor project, whole organism, uHTS, GFP/RFP fluorescence ratio, strain VP596; inhibition, % at 21.8 µM; hit rate 0.49% among 360,000; AID 624304, 2012; C. elegans VP596 Pgst-4::GFP/RFP ratio, 24 h;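 active means interference check ratio from 0.5 to 1.5 plus GFP to RFP signal ratio inhibition reaching or exceeding a fixed threshold, cut at about 30% in these data, passing the limit was not always enough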; further: some compounds called inactive have numbers as strong as hits
# MLLE-PAM2 inh = inhibitors of PABP1 MLLE–PAM2 peptide binding, primary screen, biochemical, fluorescence polarization, FITC-PAM2, GST-MLLE; AID 588489, 2011; Polyadenylate-binding protein 1 (Homo sapiens), P11940; hit rate 0.36% among 360,000; inhibition, % at 20 µM; in the data active means inhibition above about 35%, passing the limit was not always enough;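 further: plate controls were DMSO wells with GST-MLLE for no effect and wells lacking GST-MLLE protein for full effect; some results filed as inactive read as strong as hits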
# MT1-MMP act inh = blockers of MT1-MMP proenzyme processing, primary screen, HT1080 RFP-PRO-GFP cells, GFP/RFP fluorescence | hit rate 0.061% among 360,000 | Matrix metalloproteinase-14 (Homo sapiens), P50281 | GFP/RFP ratio fluorescence, overnight; percent of plate control window, DMSO zero | GFP/RFP ratio change, % at 20 µM;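 active means GFP/RFP ratio change of at least 30% with cell ATP level not reduced by more than half and red fluorescence within 50% of control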; further: strong numbers were not always called active
#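 Compound: 20 µM single dose, 1% DMSO / System: HT1080 RFP-PRO-GFP cells / Controls: DMSO and RFP-L50D-GFP cell wells / Read-out basis: GFP/RFP fluorescence ratio / Schedule: overnight compound exposure at 37 °C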
# An asterisk follows results filed as active; i = inactive; · = not tested or not shown.
nr	canonical_smiles	FAS-TE inh	Rin1 Abl inh	MsrA act	eLon inh	Neddylation inh	CendR NRP1 mod	SKN-1 block	MLLE-PAM2 inh	MT1-MMP act inh
1	CNc1cnc(-c2ccsc2)cn1	-3	-1	-1	0	·	-2	15	29	3
2	CN1CC2=Cc3ccccc3OC23Oc2ccccc2C=C3C1	-5	2	1	9	i	-10	27	-13	-27
3	O=C(/C=C/c1ccco1)Nc1ccc2c(c1)OCO2	-1	-2	-4	-12	i	-22	-3	11	0
4	COc1ccccc1-c1cccc(-c2nc(C(=O)N3CCCCC3)cc3c2[C@@H](CCO)N(S(=O)C(C)(C)C)C3)c1 (some centres undefined)	-3	2	0	-3	i	4	12	-4	15
5	Cc1ccc(NC(=O)CN(C)C(=O)CCC(=O)c2cccs2)cc1	-4	1	-3	-7	i	-5	6	3	4
6	CC(C)(C)[C@H]1C=C(C(=O)N2CCN(Cc3ccc4c(c3)OCO4)CC2)O[C@@H](OCCCCO)C1	-8	3	-3	13	i	17	2	14	8
7	COc1cc(NC(=O)[C@H]2O[C@@H](n3ccc(N)nc3=O)[C@H](O)[C@@H]2O)cc(OC)c1OC	-8	0	-4	-17	i	8	25	10	2
8	Cc1nc(CSc2nc3[nH]ncc3c(=O)n2-c2ccccc2)cs1	-12	3	0	3	i	-3	7	-1	-1
9	O=C(O)C1CC2CCC1CC2 (centres undefined)	-6	-1	1	5	i	1	21	-11	0
10	Cc1cc(C)cc(NC(=O)COC(=O)CCC2CCCC2)c1	7	3	-9	-5	i	2	-8	-4	1

# Ordered by value in SKN-1 block (ascending): some entries from above.
nr | compound | Rin1 Abl inh | MsrA act | eLon inh | Neddylation inh | CendR NRP1 mod | SKN-1 block | MLLE-PAM2 inh | MT1-MMP act inh
10 | Cc1cc(C)cc(NC(=O)COC(=O)CCC2CCCC2)c1 | 3 | -9 | -5 | i | 2 | -8 | -4 | 1
8 | Cc1nc(CSc2nc3[nH]ncc3c(=O)n2-c2ccccc2)cs1 | 3 | 0 | 3 | i | -3 | 7 | -1 | -1
2 | CN1CC2=Cc3ccccc3OC23Oc2ccccc2C=C3C1 | 2 | 1 | 9 | i | -10 | 27 | -13 | -27

# Random excerpt: four compounds from above, in no set order.
nr	canonical_smiles	FAS-TE inh	Rin1 Abl inh	MsrA act	eLon inh	Neddylation inh	CendR NRP1 mod	SKN-1 block	MLLE-PAM2 inh	MT1-MMP act inh
5	Cc1ccc(NC(=O)CN(C)C(=O)CCC(=O)c2cccs2)cc1	-4	1	-3	-7	i	-5	6	3	4
3	O=C(/C=C/c1ccco1)Nc1ccc2c(c1)OCO2	-1	-2	-4	-12	i	-22	-3	11	0
6	CC(C)(C)[C@H]1C=C(C(=O)N2CCN(Cc3ccc4c(c3)OCO4)CC2)O[C@@H](OCCCCO)C1	-8	3	-3	13	i	17	2	14	8
10	Cc1cc(C)cc(NC(=O)COC(=O)CCC2CCCC2)c1	7	3	-9	-5	i	2	-8	-4	1

# In the list so far, these have a carbonyl joined to an NH by a bond outside any ring.
nr	canonical_smiles	FAS-TE inh	Rin1 Abl inh	MsrA act	eLon inh	Neddylation inh	CendR NRP1 mod	SKN-1 block	MLLE-PAM2 inh	MT1-MMP act inh
3	O=C(/C=C/c1ccco1)Nc1ccc2c(c1)OCO2	-1	-2	-4	-12	i	-22	-3	11	0
5	Cc1ccc(NC(=O)CN(C)C(=O)CCC(=O)c2cccs2)cc1	-4	1	-3	-7	i	-5	6	3	4
7	COc1cc(NC(=O)[C@H]2O[C@@H](n3ccc(N)nc3=O)[C@H](O)[C@@H]2O)cc(OC)c1OC	-8	0	-4	-17	i	8	25	10	2
10	Cc1cc(C)cc(NC(=O)COC(=O)CCC2CCCC2)c1	7	3	-9	-5	i	2	-8	-4	1

# Remaining list, next part.
nr	canonical_smiles	FAS-TE inh	Rin1 Abl inh	MsrA act	eLon inh	Neddylation inh	CendR NRP1 mod	SKN-1 block	MLLE-PAM2 inh	MT1-MMP act inh
11	CCn1c(=N)n(CC(=O)c2ccc(OC)cc2)c2ccccc21	-6	-3	-8	4	i	0	-25	-10	-6
12	CSc1nc(NC(C)=O)nc(C)c1Br	-7	-1	-1	9	i	-6	11	-6	-1
13	COCCNC(=O)C(c1ccc(F)cc1)N(C(=O)CCC(=O)Nc1nccs1)c1ccc(C)cc1 (centres undefined)	-6	3	-11	-2	i	-14	1	5	-4
14	O=C(O)CN=CC1=C(O)CC(c2ccccc2)CC1=O (centres undefined)	-4	-3	-2	-7	i	-5	1	-1	-4
15	COC(=O)C1CCN(C(=O)C2CC(=O)N(c3ccc(C)c(Cl)c3)C2)CC1 (centres undefined)	-2	1	0	-5	i	-4	6	22	2
16	CCOc1ccccc1C(=O)NC1CC2CCCC(C1)N2Cc1ccccc1 (centres undefined)	-1	3	0	3	i	-3	-10	6	1
17	O=C(Nc1ncccn1)c1cc(-c2cccc(Br)c2)nc2ccccc12	2	0	-4	-3	i	-10	6	1	-1
18	CC(C)(C)c1ccc(C(=O)Nc2cccc([N+](=O)[O-])c2)cc1	46	0	-2	-10	i	-14	7	10	1
19	CCOC(=O)c1[nH]c(C)c(C(=O)N(C)Cc2ccccc2)c1C	-12	3	-2	0	i	-4	6	0	-5
20	O=c1c2c([N+](=O)[O-])cc([N+](=O)[O-])cc2sn1-c1ccc(Br)cc1	14	-1	-1	-1	i	3	-5	3	7
21	Cc1cc(C)cc(NC(=O)CSc2nc(=O)n3cc(C)ccc3n2)c1	-5	2	-7	5	i	-5	13	-8	-1
22	CC(C)(C)NCCOc1ccc2ccccc2c1	-5	4	1	3	i	5	-9	-2	0
23	Cc1ccc(S(=O)(=O)n2c([N+](=O)[O-])cnc2C)cc1C	-2	3	-16	0	i	-1	1	-2	·
24	CC(C)(C)OC(=O)C[C@@H]1C/C=C\C[C@H](CC(=O)N(CCO)Cc2ccccc2)C(=O)N2CCC[C@H]2COC1=O	-6	2	-11	-5	i	12	-13	-6	0
25	CCC(=O)NC(c1cccs1)c1cc([N+](=O)[O-])c2cccnc2c1OC (centres undefined)	13	-10	-8	0	i	8	8	8	12
26	Cc1nc(CS(=O)(=O)c2ccccc2)cc(Sc2ccc(Cl)cc2Cl)n1	8	4	-4	5	i	2	19	0	-2
27	COc1ccc(S(=O)(=O)NNC(=O)Nc2ccc(F)cc2)cc1	-3	3	0	-1	i	10	-10	1	1
28	O=C(NCCN1CCCCC1)/C(=N\O)c1ccccc1	-18	2	-12	-2	i	2	16	3	2
29	CCOc1ccc(C(=O)OC(C)CN2CCCCC2)cc1 (centres undefined)	-6	0	0	5	i	6	5	15	-1
30	CC(NC(=O)c1ccc(Cn2cc([N+](=O)[O-])cn2)o1)c1ccccc1 (centres undefined)	15	3	-1	2	i	-10	8	-3	8
31	CN1OC[C@@H]2CN(S(=O)(=O)c3cccc4ccccc34)[C@H](c3ccc(-c4cccnc4)cc3)C[C@@H]21	14	-4	-4	2	i	1	4	-12	-1
32	O=C(c1cccs1)N1CCN(c2ccc([N+](=O)[O-])cc2F)CC1	7	-2	-3	14	i	-18	18	-3	1
33	CC1=NN(CCc2ccccn2)C(=O)CC1	-5	-1	-3	4	i	-2	1	8	-2
34	COc1ccc(N=C2NC(=O)S/C2=C\c2ccc(N(C)C)cc2)cc1	-36	-4	-11	-88	i	-93	55	-91	-119
35	CN(C)/C=C/C(=O)c1ccc(F)cc1F	-4	-1	-4	-8	i	8	-8	1	2
36	CCCNC(=O)C(=O)NCC(c1ccc2c(c1)OCO2)N1CCN(c2ccc(F)cc2)CC1 (centres undefined)	10	5	-3	-8	i	6	1	6	0
37	N#CCCN(Cc1cccnc1)C(=S)NC(=O)c1ccc(S(=O)(=O)N2CCCC2)cc1	-2	0	-1	5	i	-11	-5	-57	0
38	C=CCn1c(=N)c(C(=O)NCCCOC)cc2c(=O)n3cc(C)ccc3nc21	-9	-8	-3	6	i	-14	12	-4	3
39	COc1ccc(CNC(=O)COC(=O)CCS(=O)(=O)c2ccc(C)cc2)cc1OC	-8	0	-2	0	i	0	7	9	0
40	O=C(NCc1cccc(OC(F)(F)F)c1)c1ccc2c(c1)S(=O)(=O)c1cc(Cl)ccc1C2=O	16	6	-4	2	i	3	9	-10	3

# Taken from above.
# In SKN-1 block, entry 39 has 7
# In MT1-MMP act inh, entry 31 has -1
# In FAS-TE inh, entry 32 has 7
# In SKN-1 block, entry 40 has 9

# The results go on:
nr	canonical_smiles	FAS-TE inh	Rin1 Abl inh	MsrA act	eLon inh	Neddylation inh	CendR NRP1 mod	SKN-1 block	MLLE-PAM2 inh	MT1-MMP act inh
41	N#CCCN(C(=O)COC(=O)CCc1nc2ccccc2c(=O)[nH]1)c1ccccc1F	-3	0	-1	-1	i	16	-11	0	-3
42	O=C(NC1CCCN(Cc2ccc(Cl)cc2)C1)c1ccoc1 (centres undefined)	-4	5	-7	-9	i	-3	14	-6	-1
43	COc1ccc(CCN(C)C(=O)C2CCN(Cc3ccc(C)cc3)CC2)cc1OC	-1	-3	-2	3	i	-4	12	2	-4
44	COc1ccc(S(=O)(=O)N2C3CCC2CC(NC(=O)C2CC2)C3)cc1 (centres undefined)	-4	-3	1	2	i	1	32	2	-2
45	O=C(NC1CCNCC1)C1CCCCC1	-6	-2	-8	-2	i	6	-11	-12	-2
46	Cc1nnc2n(-c3ccccc3)c(=O)c3ccccc3n12	-7	1	-3	8	i	-2	16	-9	-1
47	CCOc1cc(C2CC(=O)NC(SCC)=C2C#N)ccc1O (centres undefined)	-8	0	1	-2	i	-8	11	4	0
48	Cc1cc(S(=O)(=O)NCCN2CCOCC2)c(C)s1	-4	2	-3	-6	i	0	5	-14	-1
49	CCOC(=O)C(NS(=O)(=O)c1ccccc1)(C(F)(F)F)P(=O)(OCC(C)C)OCC(C)C (centres undefined)	-1	0	-4	12	i	-3	-4	5	0
50	COC(=O)COc1cc(OCC(=O)OC)c2c(C)c(Cl)c(=O)oc2c1	15	-4	-3	-13	·	10	0	13	4
51	C=CCn1cc(C(=O)NCCOC)c(=O)c2cc(S(=O)(=O)N(CC)CC)ccc21	-6	1	-10	-4	i	-13	-20	-1	-2
52	CC(C)(C)C1CCC(=NNC(=O)C(=O)NC2CCCCC2)CC1 (centres undefined)	-8	-4	-7	9	i	-7	-2	-3	-3
53	CCn1c(SCc2ccc(F)cc2)nc2c(c1=O)SCC2	23	-4	-7	4	i	-3	1	1	-2
54	O=C(COc1ccccc1Cl)NC(=O)NC1CCCCC1	3	3	-2	-5	i	-2	32	-7	7
55	O=C(c1nc2ccccc2s1)N1CCN(c2ccccn2)CC1	6	1	-2	0	i	-7	-2	4	5
56	COC(=O)C(CCCCNC(=O)c1ccc([N+](=O)[O-])cc1)NC(=O)c1ccc([N+](=O)[O-])cc1 (centres undefined)	50*	0	-2	-1	i	-1	-8	-27	5
57	COc1ccc(OC)c(N/C=C/C(=O)c2ccccc2)c1	20	-4	0	-12	i	-19	20	-35	-2
58	COc1ccc(CCNC(=O)c2cccc(-n3cnnn3)c2)cc1	4	10	-2	2	i	-7	9	2	1
59	CSC(=S)N/N=C/c1ccc(Br)cc1	-6	3	-1	-4	i	3	13	-2	4
